ATXN2 expr inh: Primary qHTS for Inhibitors of ATXN expression; HEK-293 ATXN2-luciferase reporter, luminescence, 24 h; Potency, µM (titrated, usually from 57 µM), inactives show at the highest dose activity change, negative = inhibition, hits mostly inhibitors; 360,000 tested, 0.72% active; AID 1745845, 2022; further: potency means the concentration at half of the fitted maximal effect; on the % scale 0 is the no-effect control and ±100 the full control effect; nearly all actives have a fitted effect of over 55% in size
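ATXN2-luciferase reporter cells (luciferase flanked by upstream and downstream ATXN2 gene portions) were treated 24 h at 37 °C with compounds at up to 57 uM. SteadyGlo luminescence gave expression; GF-AFC fluorescence gave viability.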
A549 tox: Nrf2 qHTS screen for inhibitors: counterscreen for cytotoxicity. A549 ARE-Fluc cells, CellTiter-Fluor viability, 18-24 h. Potency, µM (top dose mostly 46 µM), without a hit: at the top dose activity change, negative = cytotoxicity, usual class: inhibitors. 390,000 tested, 0.16% active; further: potency means the concentration at half of the fitted maximal effect; on the % scale 0 is the no-effect control and ±100 the full control effect
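A549 ARE_Fluc cells in 5% FBS OPTI-MEM were exposed to compounds in concentration-response for 18-24 h at 37 deg C. Viability was read by CellTiter-Fluor fluorescence (Ex 405/Em 525) after 30 min, before the luciferase read.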
TGFb SMAD3 inh: qHTS for Inhibitors of TGF-b; 410,000 tested, 1.2% active; HepG2 CAGA-GFP TGF-b/SMAD3 reporter, GFP fluorescence, 18 h; TGF-beta stimulated, 500 pg/mL final; Potency, µM (highest dose often 46.1 µM), for inactives: at the highest dose activity, negative = inhibition, actives largely listed as inhibitors; further: potency means the concentration at half of the fitted maximal effect; on the % scale 0 is the no-effect control and ±100 the full control effect; nearly all actives have a fitted effect of over 65% in size
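GFP signal (ex488/em500-530) from TGF-beta-stimulated HEPG2 CAGA-GFP cells, 500 pg/mL final, 18 h at 37 degrees C in DMEM plus 1% FBS, normalized to unstimulated and DMSO-stimulated controls.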
Nrf2 block: Nrf2 qHTS screen for inhibitors. 360,000 tested, 2.1% active. Potency, µM (titrated, usually from 46 µM), inactives show at the top dose activity change, negative = inhibition, hits mostly inhibitors. AID 504444, 2011. A549 ARE-Fluc reporter, luciferase luminescence, 18-24 h; further: potency means the concentration at half of the fitted maximal effect; on the % scale 0 is the no-effect control and ±100 the full control effect; nearly all actives have a fitted effect of over 60% in size
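Two sequential reads on A549 ARE_Fluc cells exposed to compound for 18-24 h: a CellTiter-Fluor fluorescence read for viability, then a luciferase luminescence read for Nrf2/ARE activity.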
EPAC2 ag: qHTS for Agonist of cAMP-regulated guanine nucleotide exchange factor 4 (EPAC2): primary screen; Rap guanine nucleotide exchange factor 4 (Homo sapiens), Q8WZA2; EPAC2 activation, biochemical qHTS; response scale: 100% = 6.5 mM cAMP response; Potency, µM (titrated, usually from 154 µM), for inactives: at the highest dose activation, usual class: activators; 360,000 tested, 0.079% active; AID 720711, 2013; further: potency means the concentration at half of the fitted maximal effect; nearly all actives have a fitted effect of over 50% in size
Target sequence (Q8WZA2 whole entry, looked up): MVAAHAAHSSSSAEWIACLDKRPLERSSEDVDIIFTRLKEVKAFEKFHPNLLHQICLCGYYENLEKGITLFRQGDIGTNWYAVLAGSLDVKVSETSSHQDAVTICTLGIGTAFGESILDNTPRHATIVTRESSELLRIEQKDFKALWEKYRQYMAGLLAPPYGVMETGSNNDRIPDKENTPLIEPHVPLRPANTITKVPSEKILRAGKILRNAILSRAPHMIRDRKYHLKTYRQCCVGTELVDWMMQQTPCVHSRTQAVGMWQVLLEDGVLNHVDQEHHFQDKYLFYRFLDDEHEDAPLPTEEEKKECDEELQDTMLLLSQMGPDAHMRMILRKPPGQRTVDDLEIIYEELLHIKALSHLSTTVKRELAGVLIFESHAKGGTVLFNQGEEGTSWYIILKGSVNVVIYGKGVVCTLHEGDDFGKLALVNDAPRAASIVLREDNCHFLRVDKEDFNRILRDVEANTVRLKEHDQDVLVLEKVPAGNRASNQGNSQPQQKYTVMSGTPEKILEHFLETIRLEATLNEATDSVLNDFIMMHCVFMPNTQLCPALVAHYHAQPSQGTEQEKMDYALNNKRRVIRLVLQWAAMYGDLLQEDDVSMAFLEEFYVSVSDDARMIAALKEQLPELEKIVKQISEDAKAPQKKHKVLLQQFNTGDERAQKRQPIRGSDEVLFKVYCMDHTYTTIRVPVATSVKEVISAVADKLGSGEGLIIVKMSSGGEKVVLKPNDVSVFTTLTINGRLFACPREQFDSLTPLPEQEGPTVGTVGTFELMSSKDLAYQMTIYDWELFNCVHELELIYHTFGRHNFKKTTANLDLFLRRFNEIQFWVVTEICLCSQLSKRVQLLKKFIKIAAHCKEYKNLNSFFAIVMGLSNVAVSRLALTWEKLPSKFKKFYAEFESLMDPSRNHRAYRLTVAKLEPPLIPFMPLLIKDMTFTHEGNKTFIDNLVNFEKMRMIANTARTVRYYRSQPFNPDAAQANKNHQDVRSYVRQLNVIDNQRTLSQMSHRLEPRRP
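Nucleotide exchange monitored as fluorescence drop when BODIPY-GDP leaves Rap1B. Reaction: 100 nM EPAC2, 250 nM RAP1B-BODIPY-GDP, 50 uM GDP, room temperature, kinetic read over 30 min. Activity expressed relative to 6.5 mM cAMP.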
IL-2 act: qHTS of IL-2 Activators; IL-2 activation reporter assay, cell-based qHTS; stimulated with anti-CD3/CD4/CD28 beads; in transgenic mouse T cells; 360,000 tested, 0.065% active; activation, % (series mostly up to about 46 µM); in the data active means activation above about 50%; inconclusive means mostly about 30% to 49%; further: 0% is about no effect
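Unstimulated transgenic mouse T cells; 60-min compound exposure; bead-based TCR/CD4/CD28 stimulation; 18 h culture, 37 degrees C; dual fluorescence (EGFP, DsRed) plate cytometry.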
S2 tox: Viability Counterscreen for Primary qHTS for Inhibitors of ATXN expression. 400,000 tested, 0.49% active. Potency, µM (series often up to 56.7 µM), most hits filed as cytotoxic. S2 cells (HEK-293 line with an ATXN2-luciferase reporter) viability, CellTiter-Fluor protease fluorescence, 24 h; further: potency means the concentration at half of the fitted maximal effect; nearly all actives have a fitted effect of over 40% in size
Nrf2 activator: qHTS of Nrf2 Activators. Potency, µM (series often up to 46.1 µM), without a hit: at the highest dose activation, hits mostly activators. AREc32 ARE-luciferase reporter (MCF7-derived line), luminescence, 24 h. 410,000 tested, 0.31% active. AID 624171, 2012; further: potency means the concentration at half of the fitted maximal effect; % of control where 0% means no effect; nearly all actives have a fitted effect of over 65% in size
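AREc32 cells carrying an ARE-driven firefly luciferase reporter were seeded at 1000 cells/well in OPTI-MEM with 5% FBS, then exposed to compound for 24 hr at 37 deg C. Luminescence was read with Steady-Glo after 30 min at RT.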
HepG2 tox: qHTS for Inhibitors of TGF-b: Cytotox Counterscreen | Potency, µM (series often up to 46.1 µM), without a hit: at the highest dose activity change, negative = cytotoxicity, most hits filed as cytotoxic | HepG2 CAGA-GFP viability, ATP luminescence, 18 h | 410,000 tested, 0.76% active; further: potency means the concentration at half of the fitted maximal effect; some results filed as inactive show a strong effect at the top dose
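HepG2 CAGA-GFP cells (1000/well, DMEM with 1% FBS) received compound, then TGF-beta at 500 pg/mL final, and were incubated 18 hours at 37 degrees C. Viability was read by CellTiter-Glo luminescence. Media-only wells were set as complete cell-killing and DMSO as no toxicity.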
An asterisk follows results filed as active; i = inactive; ? = inconclusive; / = no result given; [ ] = dose if it differs, or a comment. Unless noted, the call rests on the fitted dose curve; in most records, active means well fitted curve in the direction sought with a large enough effect; inconclusive means small, poorly fitted or top-dose-only effect, or another doubt; inactive means no such curve, though single readings can be large; an effect the other way counts as inactive or inconclusive.

Sample of the layout, 2 compounds:
SMILES | ATXN2 expr inh | A549 tox | TGFb SMAD3 inh | Nrf2 block | EPAC2 ag | IL-2 act | S2 tox | Nrf2 activator | HepG2 tox
CCC(C)NC(=O)c1nn(-c2ccc(C)cc2)c(=O)n(C)c1=O (configuration not stated) | -1% | 1% | -12% | / | / | / | i | -0.6% | 0%
FC(F)(F)c1ccccc1NC(=S)N1CCCC1 | -14% | 1% | -4% | 19% | -5% | 0.0 | i | 2.2% | 2%

This part in full, repeating the preview:
SMILES | ATXN2 expr inh | A549 tox | TGFb SMAD3 inh | Nrf2 block | EPAC2 ag | IL-2 act | S2 tox | Nrf2 activator | HepG2 tox
CCC(C)NC(=O)c1nn(-c2ccc(C)cc2)c(=O)n(C)c1=O (configuration not stated) | -1% | 1% | -12% | / | / | / | i | -0.6% | 0%
FC(F)(F)c1ccccc1NC(=S)N1CCCC1 | -14% | 1% | -4% | 19% | -5% | 0.0 | i | 2.2% | 2%
CC(C)(C)c1ccc(-n2ncc3c2CCCC3NC(=O)CCC2=NNC(=O)CC2)cc1 (configuration not stated) | / | / | -8% | / | -2% | -3.8 | i | 4.5% | -28%
CCOc1ccc2nc(COC(=O)c3cccs3)c(C(C)=O)[n+]([O-])c2c1 | -6% | -1% | 0% | -3% | -13% | 3.1 | i | 0.6% | -22%
COc1ccc(NC(=O)Nc2cccc3c2O[C@H](CN(C)S(C)(=O)=O)[C@@H](C)CN([C@H](C)CO)C3=O)cc1 | 13% | -9% | -14% | -8% | 4% | 0.1 | i | 3.1% | -27%
COc1ccc(S(=O)(=O)NC(=O)C2(C)CCN2C(=O)CCC2CCCC2)cc1OC (configuration not stated) | 8% | / | -7% | / | 6% | -0.4 | i | -0.5% | -3%
CCn1c(SC)nnc1C1CCN(S(=O)(=O)c2ccc(OC)cc2)CC1 | -4% | 3% | 2% | -25% | -1% | -0.8 | ? | -0.5% | -1%
COc1ccc(N2C(=O)CC(N3CCN(Cc4ccc5c(c4)OCO5)CC3)C2=O)cc1 (configuration not stated) | -18% | 1% | 1% | -1% | -6% | 2.1 | i | -0.5% | -11%
CC1(C)OC(=O)C(=CNC(CO)C(=O)O)C(=O)O1 (configuration not stated) | 20%[11.3 µM] | 10% | 18% | 15% | 10% | 0.2 | i | 0.2% | -21%
Cc1cn2c(=O)cc(COc3ccc(NC(=O)COc4ccccc4)cc3)nc2s1 | 2% | 0% | ? | 29% | / | / | i | 0.5% | 1%

Compound profiles (already shown). Order of screens: ATXN2 expr inh	A549 tox	TGFb SMAD3 inh	Nrf2 block	EPAC2 ag	IL-2 act	S2 tox	Nrf2 activator	HepG2 tox
CC1(C)OC(=O)C(=CNC(CO)C(=O)O)C(=O)O1 (configuration not stated) is listed as 20%[11.3 µM]	10%	18%	15%	10%	0.2	i	0.2%	-21%
FC(F)(F)c1ccccc1NC(=S)N1CCCC1 is listed as -14%	1%	-4%	19%	-5%	0.0	i	2.2%	2%

(more compounds)
SMILES | ATXN2 expr inh | A549 tox | TGFb SMAD3 inh | Nrf2 block | EPAC2 ag | IL-2 act | S2 tox | Nrf2 activator | HepG2 tox
Cc1cc(SCC(=O)c2cccs2)n2nc(C)c(-c3ccc(Cl)cc3)c2n1 | -12% | 8% | -4% | 1% | 4% | -1.9 | i | 0.1% | 3%
O=c1cc(CSc2ccc(S(=O)(=O)N3CCCCC3)cn2)nc2sccn12 | 6% | 0% | -4% | -9% | -2% | 28 | i | -0.5% | 0%
COc1ccccc1NC(=O)Cn1c(=O)n(-c2cccc(C)c2)c(=O)c2c1c1cc(C)ccc1n2C | / | 0% | -4% | / | / | / | / | -0.3% | -1%
COC1(OC)N=C(N)C2(C#N)C(c3ccc(F)cc3)C12C#N (configuration not stated) | 1% | 1% | ? | 3% | 2% | 0.7 | i | 0.4% | -3%
COc1ccc(Cc2noc(-c3ccc(C)cc3)n2)cc1 | 21% | -8% | ? | 6% | 13% | -3.4 | i | 0.2% | -43%
Cc1c(Cl)cccc1NC(=S)N1CCCN(Cc2ccccc2F)C1 | -33% | 11% | ? | 17% | 3% | 0.2 | i | 0.7% | -4%
CC1CN(C(=O)N2CCC(C(=O)NCc3ccccc3F)CC2)c2cc(Cl)ccc2O1 (configuration not stated) | / | -2% | -15% | -30% | / | / | / | 2.3% | -29%
O=C(Nc1cccc(F)c1)c1ccco1 | 12% | -3% | -20% | 9% | -5% | -1.9 | i | 10µM* | -15%
C/C(=N\N1C(C)CCCC1C)c1ccccc1O (configuration not stated) | ? | 4% | 1% | ? | 3% | -0.6 | ? | -0.6% | -4%
COc1ccc(-c2cc3cc(C(=O)O)ccn3c2C(=O)c2ccccc2)cc1 | -17% | -25% | -26% | -11% | -5% | 0.7 | ? | 1.0% | -34%
CCC(Oc1ccccc1)C(=O)Nc1cc(-c2ccccc2OC)nn1-c1ccccc1 (configuration not stated) | 13% | 2% | ? | / | / | / | ? | 5.1% | -25%
CCOC(=O)C(NCCc1ccccc1)(NC(=O)CC)C(F)(F)F (configuration not stated) | 0% | 2% | 10% | 7% | -1% | -2.7 | i | -0.7% | -2%
COc1ccc(-c2cc(=O)[nH][nH]2)cc1 | -4% | 0% | 12% | -6% | -2%[15.6 µM] | -0.7 | i | ? | 26%
O=S(=O)(Nc1ncccn1)c1ccc(NC(=S)NCCc2ccccc2)cc1 | -9% | 3% | 2% | 3% | 4% | -0.5 | i | 0.2% | -12%
Cc1nc2cccnc2n1C1CCN(S(=O)(=O)c2ccc(C(C)C)cc2)CC1 | -8% | ? | ? | / | / | / | i | 4.9% | -15%
COc1cccc(NC(=O)CN(C)C(=O)CCNC(=O)c2ccccc2Cl)c1 | 7% | -3% | 4% | 12% | 4% | 2.2 | i | 0.1% | 4%
Cc1nn(C)c2c1c(-c1ccccc1)cc(=O)n2Cc1ccc(F)cc1 | 0% | 11% | 6% | 7% | / | / | i | 7.1% | -10%
COc1cccc(=O)c2c(C)n(CC(=O)c3ccccc3)c(C)c12 | -10%[11.3 µM] | ? | -6% | -26% | 2% | -1.9 | i | 3.8% | -6%
Cc1cc(C)c(S(N)(=O)=O)c(C)c1N(C)S(=O)(=O)c1ccc(Cl)cc1 | 0% | 0% | -27% | ? | 12% | -1.7 | i | 2.5% | -18%
COc1ccc(C(=O)c2c(C)oc3cc([N+](=O)[O-])c(O)c([N+](=O)[O-])c23)cc1 | -1% | ? | ? | ? | -6% | 0.2 | i | -0.1% | -41%
CC(=O)NC1N=C(C)N(c2ccccc2)C1=O (configuration not stated) | -1% | 2% | 3% | -3% | 11% | 0.2 | i | 0.3% | -7%
CC(=O)c1cc2c(cc1NC(=O)c1cc(C)nn1-c1ccccc1)OCO2 | -8% | -3% | -7% | 7% | -8% | 0.4 | i | -1.0% | 6%
O=C(COC(=O)CCc1c[nH]c(=O)[nH]1)Nc1ccccc1Cl | -7% | -2% | -8% | 4% | 14% | -2.3 | i | -0.8% | -12%
CCOC(=O)COc1ccc(S(=O)(=O)NCC2CCCO2)cc1 (configuration not stated) | -5% | 0%[1.84 µM] | 10% | -10% | -2% | -3.1 | i | 0.1% | -17%
CCc1nc(SCc2ccccc2C#N)n[nH]1 | 18% | 2% | -4% | 6% | 0% | 0.0 | i | -0.3% | 22%
O=C(NC1CCCCC1)c1c(O)nc2sccn2c1=O | -2% | -13% | 8% | ? | 4% | 0.0 | i | 4.7% | 0%
CC(C)(C)C(=O)Nc1nnc(-c2ccccc2)c(-c2ccccc2)n1 | -5% | -2% | 0% | ? | 2% | -3.1 | i | -0.1% | -34%
O=C(O)c1ccccc1N/N=C/c1cc(Br)cc(Br)c1O | 245%[activator] | 1% | -29% | ? | 17% | -4.8 | i | 3.2% | -49%
O=S(=O)(c1ccc(F)cc1)N1CCn2c(nc3ccccc32)C1 | 5% | -2% | -10% | -22% | 11% | -0.5 | i | -0.3% | -2%
O=C(Nc1cccc(Cl)c1)c1csc([C@@H]2C[C@H](O)[C@@H](CO)O2)n1 | 6% | / | -4% | / | 18% | 0.3 | i | 4.0% | 6%
CC(=O)N1c2c(cc(Br)cc2S(=O)(=O)N2CCN(c3cc(C)ccc3C)CC2)CC1C (configuration not stated) | -9% | 9% | ? | -10%[9.27 µM] | / | / | i | 0.0% | -16%
CCOc1ccc(OCC)c(NC(=O)c2cc(S(=O)(=O)N3CCc4ccccc43)cn2C)c1 | / | 5% | -6% | -1% | / | / | / | 0.5% | -27%
Cc1nn(-c2cccc(Cl)c2)c2nc(-c3cccnc3)cc(C(F)(F)F)c12 | / | 1% | -17% | 20% | / | / | / | -1.3% | -15%
O=C(OCC(=O)N1CCC(Cc2ccccc2)CC1)c1ccc(O)cc1 | / | / | 4% | / | 2% | -1.2 | i | 0.0% | -21%
CC1(C)N=C(SCC(=O)Nc2ccc(Cl)cc2)C(c2ccc(Cl)cc2)=N1 | -19% | ? | 0% | 26µM* | 22% | -1.4 | i | 16% | -23%
CCCNC(=O)C1(C)CCCN(C(=O)c2ccc(C)c(F)c2)C1 (configuration not stated) | -5% | / | 13% | / | 6% | 0.0 | i | -0.5% | 1%
Cc1c(NS(=O)(=O)c2ccc(NCCN3CCOCC3)c([N+](=O)[O-])c2)c(=O)n(-c2ccccc2)n1C | -20% | -1% | 6% | -12% | 2% | 1.0 | / | -0.3% | -11%
Cc1ccc(-n2c(C)cc(/C=C(\C#N)C(=O)Nc3ccc(C)c(C)c3)c2C)cc1 | 12% | -2% | -25% | 7% | / | / | i | -0.4% | -19%

Screening data deposited in PubChem by National Center for Advancing Translational Sciences (NCATS).
